Tb hexokinase – blocks Trypanosoma brucei hexokinase 1 activity. inhibition, % at 10 µM. recombinant TbHK1, G6PDH-coupled NADH A340. hit rate 0.11% among 220,000. AID 1430;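 active means inhibition of 50% or more in the single-dose primary screen; inactive means inhibition below 50%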
BaF3 tox – reduces parental Ba/F3 cell viability, JAK2V617F counter-screen. AID 1486. hit rate 1.1% among 220,000. CellTiter-Glo ATP luminescence. inhibition, % at 5.6 µM;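 active means inhibition above a per-campaign cutoff, the mean inhibition of all tested compounds plus 3 SD, cut at about 27% in these data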;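 further: 0% = DMSO wells and 100% = JAK Inhibitor I control wells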
PPC-1+TRAIL kill – kills PPC-1 cancer cells in the presence of TRAIL. PPC-1 cells + TRAIL, ATPLite viability luminescence. cell killing (% activity), % at 4 µM. hit rate 0.41% among 220,000. AID 1443;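 active means cell killing above 50% in the first pass at 4 µM, then a duplicate retest at 5 µM averaging 50% or more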;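 further: plate controls were cells with TRAIL plus DMSO for no effect and medium-only wells lacking cells for full effect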
Ba/F3 V617F tox – loss of viability in JAK2V617F-driven Ba/F3 cells; Ba/F3 EpoR-JAK2V617F viability, ATP luminescence; inhibition, % at 5.6 µM; hit rate 1.1% among 220,000; AID 1446;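 active means inhibition above the campaign mean plus 3 SD over all tested compounds, cut at about 24% in these data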;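 further: cytokine-independent growth of Ba/F3 cells driven by EpoR plus mutant JAK2; 0% = DMSO-treated cells and 100% = JAK inhibitor I control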
p47phox inh – p47phox (human) inhibition; P14598; hit rate 0.53% among 220,000; p47phox/p22phox peptide binding, fluorescence polarization, 2 h; inhibition, % at 24.7 µM;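 active means inhibition above about 30%, limit read from the data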;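 further: 0% = p47phox with labelled peptide and 100% = labelled peptide alone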
Target sequence (P14598 whole entry, looked up): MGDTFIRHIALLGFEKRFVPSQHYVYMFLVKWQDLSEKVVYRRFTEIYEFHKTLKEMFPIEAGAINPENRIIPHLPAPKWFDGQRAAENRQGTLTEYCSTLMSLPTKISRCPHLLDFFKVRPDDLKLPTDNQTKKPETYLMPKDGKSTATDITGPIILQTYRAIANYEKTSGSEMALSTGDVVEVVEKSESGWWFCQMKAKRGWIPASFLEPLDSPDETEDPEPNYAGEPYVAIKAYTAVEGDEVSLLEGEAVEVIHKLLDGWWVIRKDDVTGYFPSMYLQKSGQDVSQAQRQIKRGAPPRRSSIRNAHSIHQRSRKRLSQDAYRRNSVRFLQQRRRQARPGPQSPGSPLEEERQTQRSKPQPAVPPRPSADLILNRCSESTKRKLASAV
PGE2 EP2 inh – inhibitors of human EP2 prostaglandin E2 receptor; P43116; hit rate 0.52% among 260,000; inhibition, % at 25 µM; C6 glioma cells expressing human EP2, cAMP TR-FRET; cells stimulated with saturating PGE2;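 active means percent inhibition above 40 after rounding to a whole number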;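 further: rat C6 glioma host cells with rolipram phosphodiesterase inhibitor present; the protocol text gives 20 µM as final concentration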
Target sequence (P43116 whole entry, looked up): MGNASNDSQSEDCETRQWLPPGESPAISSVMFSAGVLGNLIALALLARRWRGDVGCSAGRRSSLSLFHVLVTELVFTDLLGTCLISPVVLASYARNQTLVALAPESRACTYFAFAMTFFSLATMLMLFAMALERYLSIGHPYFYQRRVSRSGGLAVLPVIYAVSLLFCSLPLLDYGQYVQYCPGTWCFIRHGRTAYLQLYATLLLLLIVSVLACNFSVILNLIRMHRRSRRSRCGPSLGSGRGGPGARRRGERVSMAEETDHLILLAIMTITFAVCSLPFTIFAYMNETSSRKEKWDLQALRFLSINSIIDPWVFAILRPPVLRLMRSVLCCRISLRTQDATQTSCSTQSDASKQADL
Furin inhibitor – blocks human furin protease activity. P09958. purified furin, fluorogenic substrate cleavage. inhibition, % at 30 µM. hit rate 0.061% among 220,000; in the data active means inhibition above about 25%; further: inactives centre near -15
RBBP9 inh – human RBBP9 hydrolase inhibition. O75884. recombinant RBBP9, FP-Rh probe fluorescence polarization. inhibition, % at 7.94 µM. hit rate 0.2% among 220,000. AID 1515;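 active means inhibition above the campaign mean of all tested compounds plus 3 SD, cut at about 14% in these data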;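 further: plate controls were DMSO wells with RBBP9 for no effect and wells lacking RBBP9 protein for full effect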
Target sequence (O75884 whole entry, looked up): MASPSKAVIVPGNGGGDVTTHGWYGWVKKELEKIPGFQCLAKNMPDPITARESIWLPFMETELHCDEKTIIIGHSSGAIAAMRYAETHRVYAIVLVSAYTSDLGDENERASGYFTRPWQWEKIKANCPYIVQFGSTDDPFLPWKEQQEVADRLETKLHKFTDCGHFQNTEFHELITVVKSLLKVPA
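system = RBBP9 protein | input = RBBP9 at 2.5 µM in dispensed solution, before mixing | measured by = fluorescence polarization (mP), excitation 525 nm, emission 598 nm | incubation = enzyme-compound preincubation 30 min, then probe labeling 45 min, 25 °C | buffer or medium = Tris-NaCl-Pluronic buffer, pH 8.0 | compound = single dose 7.94 µM | also added = FP-Rh probe, 375 nM dispensing solution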
p97 inhibitor – human p97 ATPase inhibition. P55072. recombinant p97 ATPase, Kinase-Glo ATP luminescence, 3 h. inhibition, % at 8 µM. hit rate 0.42% among 220,000; in the data active means inhibition above about 15%;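 further: 0% = DMSO vehicle and 100% = wells lacking enzyme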
* marks the source's active call; other numbers are inactive results; . = not tested or not shown; & = joins results of further samples; [ ] = remark or other dose. A portion of the library; rates above refer to the full screens.

SMILES	Tb hexokinase	BaF3 tox	PPC-1+TRAIL kill	Ba/F3 V617F tox	p47phox inh	PGE2 EP2 inh	Furin inhibitor	RBBP9 inh	p97 inhibitor
Cc1[nH]c2ccccc2c1/C=N/Nc1ccc([N+](=O)[O-])cc1S(=O)(=O)Nc1ccc(Cl)cc1	-14.3	3.4	9.6	-1.9	-34.2	9.4	-5.2[20 µM]	-8.2	2.8
CCCN(CCC)CCCNC(=O)CC(C(=O)N1CCc2ccccc21)n1ccnc1 (stereo unspecified)	11.6	0.3	-6.9	-1.4	0.3	3.4	-14.3	-7.1	3.6
c1ccc(-c2nnc(N3CCOCC3)nc2-c2ccccc2)cc1	-12.3	9.6	-9.8	2.6	12.3	3.5	8.6	-10.6	-13.6
Cc1cc(C)c(C#N)c(OCC(=O)c2ccccc2)n1	-1.4	4.9	16.4	0.0	-10.7	9.4	-3.6	-7.4	-3.9
Cc1[nH]n(-c2ccccc2)c(=O)c1/C=N/N1C(=O)c2ccc3c4c(ccc(c24)C1=O)CC3	-19.8	8.6	-9.0	0.5	7.5	9.5	-21.1	1.2	0.8
Cc1cc(=O)[nH]c(-c2ccccc2)n1	5.0	3.4	10.0	-2.1	-6.9	11.4	-10.5[20 µM]	8.4	3.2
COc1ccc(NCc2nnc(SCC(=O)Nc3nc(-c4ccccc4)cs3)n2-c2ccccc2)cc1	-4.4	9.4	1.8	0.9	22.8	4.9	-17.0	-0.7	6.4
CCOc1ccc(N/N=C(/C#N)C(N)=O)cc1	-4.0	3.7	12.5	3.5	-1.4	11.4	9.7[20 µM]	-1.2	2.2
C=CC[N+](C)(C)C/C(Cl)=C(\Cl)c1ccccc1	-2.1	27.3*	18.0	25.6*	-8.2	10.6	-10.9[20 µM]	-3.2	0.4
CSc1nn2c(C)c(C)c(C)nc2c1C#N	1.1	4.1	-15.9	3.1	9.4	1.7	-4.3	-3.0	-4.6
COC(=O)C1CCN(C(c2cccs2)c2sc3nc(C)nn3c2O)CC1 (stereo unspecified)	-25.7	3.8	25.0	-0.5	.	10.1	-18.6	-7.8	-1.0
Cn1c(=O)cc(NCc2ccccc2)[nH]c1=O	0.0	7.9	16.4	0.1	18.4	19.0	-25.2	-5.3	0.7
CN(C)c1nc(Nc2ccccc2)nc(N(C)C)n1	-5.0	4.6	18.7	0.1	-0.8	2.2&1.1	-22.3	-3.0	1.2
CCc1ccc(C(CC(=O)c2ccc(Cl)cc2)C(=O)O)cc1 (stereo unspecified)	-1.6	5.9	13.0	-0.8	2.6	7.4	-20.1[20 µM]	0.9	-3.7
O=C(NC1CCN(C(=O)N2CCOCC2)CC1)c1ccccc1	11.7	5.2	7.3	0.6	-4.5	8.8	-21.1	3.5	7.6
COc1ccc(CNC(=O)/C=C/c2ccc(OCCCF)cc2)cc1	-0.4	3.4	24.2	-1.6	-8.8	7.8	-16.5[20 µM]	0.3	3.1
Cc1ccc(-c2ccc(SCC(=O)N3CCc4ccccc43)nn2)cc1	-13.6	2.7	27.8	-1.4	-28.9	7.0	-19.5	-6.4	0.8
COc1cc(NC(=O)c2cc(Cl)ccc2Cl)ccc1-c1cc2ccccc2oc1=O	-1.9	9.5	17.0	-1.1	-4.7	11.7	-21.2	-7.9	0.5
Cc1c(C(=O)NC(C)c2ccncc2)oc2ccccc12 (stereo unspecified)	-3.2	2.8	-15.4	3.0	-6.7	7.3	-11.0[20 µM]	-6.1	-4.8
CC1CCc2sc(C(=O)N/N=C/c3ccc(O)cc3)cc2C1 (stereo unspecified)	-25.5	-2.1	13.4	-3.9	-6.0	14.0	-13.0	-12.9	12.0
Cn1nnnc1SCC(=O)Nc1ccc(Cl)c(S(=O)(=O)N2CCOCC2)c1	-4.8	-1.1	16.8	-6.7	0.3	14.7	-13.9	-3.9	4.5
CCc1cc(=O)[nH]c(SCc2ccc(C)cc2)n1	-3.6	5.2	14.6	3.4	2.3	-0.9	-8.5	-6.6	-4.6
Cc1cccc(C)c1NC(=O)C1(N(Cc2ccco2)C(=O)Cn2nnnc2N)CCCCC1	-2.5	6.2	6.1	3.1	0.3	11.3	-19.5	-2.7	-2.8
CCOc1ccccc1OCCCC(=O)N1CCN(S(=O)(=O)c2ccc(C)cc2)CC1	-4.5	-0.8	7.7	-1.2	-14.1	4.4	-9.5	4.6	-0.6
O=C(CSc1nnc(-c2ccncc2)o1)N1CCCC1	-0.5	-3.2	-1.5	-4.7	-4.2	4.2	-29.7	-0.5	3.9
CCOc1ccc(S(=O)(=O)NCCC(=O)N2CCN(c3ccc(OC)cc3)CC2)cc1	5.3	14.4	7.9	5.5	-6.1	6.6	-8.2	-4.7	-1.6
Cc1c(C(=O)Nc2ccc(Cl)cn2)oc2ccccc12	-2.4	1.0	12.1	-4.7	-2.7	5.9	-18.3[20 µM]	-5.6	-1.9
Cn1c(CCCNC(=O)c2cccs2)nc2ccccc21	-2.1	1.0	-8.8	-2.5	1.0	-8.8	-6.5[20 µM]	-6.5	-1.1
CC(=O)Nc1ccc(OCC(O)CNC2CCCC2)cc1 (stereo unspecified)	-2.7	1.2	3.9	4.3	-3.1	.	-4.4[20 µM]	-0.3	-4.8
CCOc1ccc(S(=O)(=O)/N=C(\N)c2ccccc2)cc1	4.2	2.5	5.5	-1.9	-0.3	6.4	-17.6	-6.1	4.2
Cc1cc(C)cc(N2C(=O)CC(N3CCOCC3)C2=O)c1 (stereo unspecified)	-2.9	3.1	8.7	1.5	7.1	11.0	-29.1[20 µM]	13.0	1.0
CN(C(=O)CC1C(=O)NCCN1C/C=C/c1ccccc1)C1CCOCC1 (stereo unspecified)	-14.6	3.7	17.9	1.2	-7.2	19.0	-21.3	-14.0	-3.4
CCC(CC)C(=O)NCCc1ccc(OC)cc1	-3.4	4.9	13.8	0.9	-1.0	13.3	-6.5[20 µM]	-11.5	-7.2
COc1ccc(-n2c(=S)[nH]c3sc(-c4ccccc4)cc3c2=O)c(OC)c1	-43.8	1.4	11.2	-6.2	-12.8	36.9	-17.5	-10.8	4.3
CC(C)Cn1c(NCCO)nc2ccccc21	-0.9	5.7	21.9	-1.5	-5.4	2.9	-17.9[20 µM]	-7.4	1.7
COc1cc(Br)cc(/C=N/NC(=O)Cc2ccc(C(F)(F)F)cc2[N+](=O)[O-])c1O	7.1	5.3	14.2	-2.2	28.6	12.8	1.5	-7.8	5.0

The closing 3 records of the part above are carried over, then new ones follow:
SMILES	Tb hexokinase	BaF3 tox	PPC-1+TRAIL kill	Ba/F3 V617F tox	p47phox inh	PGE2 EP2 inh	Furin inhibitor	RBBP9 inh	p97 inhibitor
COc1ccc(-n2c(=S)[nH]c3sc(-c4ccccc4)cc3c2=O)c(OC)c1	-43.8	1.4	11.2	-6.2	-12.8	36.9	-17.5	-10.8	4.3
CC(C)Cn1c(NCCO)nc2ccccc21	-0.9	5.7	21.9	-1.5	-5.4	2.9	-17.9[20 µM]	-7.4	1.7
COc1cc(Br)cc(/C=N/NC(=O)Cc2ccc(C(F)(F)F)cc2[N+](=O)[O-])c1O	7.1	5.3	14.2	-2.2	28.6	12.8	1.5	-7.8	5.0
COc1ccc(CN2C3CCCC2CC(NC(=O)Nc2ccccc2)C3)cc1 (stereo unspecified)	0.6	4.6	28.4	-1.9	-16.8	9.3	-20.3[20 µM]	-3.6	-1.1
O=C(NCCN1CCN(c2ccccc2F)CC1)c1cccn2c(=O)c3ccccc3nc12	-21.4	4.1	-17.9	0.1	-8.6	0.8	-12.0	-12.2	-7.4
CCOC(=O)c1sc(NC(=O)c2ccccc2OC)nc1C	-36.0	8.9	28.2	0.9	-16.6	15.8	-15.5	-6.3	-5.5
CC1(C)Cc2nc3sc4c(=O)n(Cc5ccccc5)cnc4c3cc2CS1	27.7	1.3	14.3	-2.1	-9.8	1.5	-9.4	0.8	2.2
CCCn1nc(C(=O)OCn2nnc3ccccc3c2=O)c2ccccc2c1=O	-1.9	0.3	39.8	-2.8	-16.3	5.0	-19.6	-0.6	4.5
C/C(=N\Nc1ccc(C(=O)c2c(C)cc3ccccn23)cc1[N+](=O)[O-])c1ccc(O)cc1	-31.5	-3.8	-3.1	-5.0	-16.0	3.9	2.5	5.3	2.0
Cn1nnnc1SCc1nnc(-c2ccc(Cl)cc2)o1	-2.6	3.0	9.9	3.1	-15.6	23.9	-18.2	-3.2	-3.7
COc1ccc(/C=N/NC(=O)c2[nH]nc3c2CCc2ccccc2-3)cc1OC	-27.2	2.8	-1.0	-1.7	-1.1	12.9	-26.1	-8.2	4.9
Cc1noc(C)c1CN(C(=S)NC(C)C)c1ccccc1	8.1	0.6	2.8	-5.0	-2.1	6.7	-19.6	-3.0	1.8
O=C(Nc1cc(C(F)(F)F)ccc1N1CCOCC1)c1ccc2ccccc2n1	-12.2	4.4	15.5	-3.2	-4.0	3.6	-8.9	-3.7	1.7
O=C(CSc1ncnc2sccc12)Nc1ccccc1F	-3.5	2.9	17.7	-0.5	-9.8	6.2	-25.9	-2.1	-1.9
COCCCNC(=O)CCn1c(=O)c2ccccc2n(CC(=O)NCCC2=CCCCC2)c1=O	0.5	0.2	3.2	-0.9	-1.1	7.2	-22.1	3.2	4.8
Fc1ccc(CSc2nnc(-c3cccnc3)o2)cc1	5.9	5.5	17.1	0.8	-5.4	10.9&4.5	-17.3	-12.1	-2.4
COc1cc(N(C)C)c([N+](=O)[O-])cc1C(=O)NC(C)CNc1ccc([N+](=O)[O-])cc1Cl (stereo unspecified)	-6.6	5.9	7.5	-1.6	-14.0	8.8	-16.9	-3.4	4.7
Cc1cccc(C)c1NC(=O)CSCC(=O)O	7.3	1.5	2.1	-1.6	-15.9	13.4	-16.2	-10.4	2.1
CN(C)CCNC(=O)c1cc2c(s1)-c1ccccc1OC2	-29.1	8.8	8.3	3.8	-16.9	4.4	-256.0	4.1	1.1
CCC1(C)Cc2ccccc2C(=S)N1 (stereo unspecified)	-3.3	3.3	13.2	-4.9	-2.7	6.2&2.1	-21.4	-1.8	9.0
O=C(Nc1ccc(-c2nc3ccc(NC(=O)c4cccs4)cc3[nH]2)cc1)c1cccs1	-92.2	102.4*	-8.6	98.1*	-15.4	.	-0.6[20 µM]	-8.4	1.6
CC(C)Oc1ccccc1C(=O)NC(CO)C(=O)O (stereo unspecified)	-1.5	4.5	6.1	0.5	-6.7	7.2	-21.8	0.1	-0.8
CCCn1c(N)c(Sc2ccc(C)cc2)c(=O)n(CCC)c1=O	-2.4	10.3	-9.7	3.9	-7.8	3.6	-25.9	-5.5	0.0
C#CCOCCOCCOCCNc1nc(N2CCN(C(=O)Cn3cc(CCO)nn3)CC2)nc(N2CCN(C(=O)[C@H]([C@@H](C)O)n3cc(CCCCN)nn3)CC2)n1	2.3	1.4	6.9	-3.6	-4.8	3.8	-11.8	-8.0	2.2
CCc1ccc(OCC(=O)NC(NC(=S)Nc2ccc(Cl)cc2)C(Cl)(Cl)Cl)cc1 (stereo unspecified)	19.5	0.8	7.9	-1.4	-5.6	8.5	-3.7	-4.3	0.3
Cc1nn(-c2ccccc2)c2sc(C(=O)OC3CCOC3=O)cc12 (stereo unspecified)	-8.5	-1.6	16.0	-2.3	-4.7	.	-11.6	-4.0	1.6
c1cc(-c2nsc(-c3ccncc3)n2)ccn1	-6.9	4.1	3.9	4.8	3.0	7.0	-3.1	-7.0	0.7
O=C(O)C1CC=CCC1C(=O)Nc1cccc(Cl)c1Cl (stereo unspecified)	2.3	1.9	1.3	-2.4	-5.5	21.9	-15.9	5.3	9.1

Compound activity (PubChem)
